Bioassay records as filed in PubChem BioAssay.
IEC-6 cytotox: cytotoxicity in IEC-6 intestinal epithelial cells, primary screen, cytotoxicity control for KLF5 inhibitor project, cell-based, luminescence; IEC-6 cytotoxicity, luminescence viability; inhibition, % at 5 µM; 290,000 tested, 0.78% active; AID 1825, 2009; in the data active means inhibition above about 22%;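 further: 0% = plate median of test compound wells and 100% = cytotoxic reference compound wells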
KLF5 inh: KLF5 expression inhibitors, primary screen, DLD-1 cells, luminescence. inhibition, % at 5 µM. 290,000 tested, 0.23% active. DLD-1 KLF5 promoter-luciferase reporter;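 active means inhibition above a per-plate limit of that plate's mean compound inhibition plus 3 SD, cut at about 60% in these data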;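 further: 0% = DMSO wells and 100% = LY294002 at 200 µM; higher means less KLF5 promoter-driven luciferase light; inactives centre near -14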
aSyn UTR inh: MLPCN primary screen, SNCA 5' untranslated region; alpha-synuclein 5'UTR reporter, inhibitor activity; inhibition, % (tested at 7.5 µM); 300,000 tested, 0.82% active; AID 1813, 2009; in the data active means inhibition above about 60%; inconclusive means no clear call, values can overlap the other calls;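 further: H4 neuroglioblastoma cells stably carrying SNCA 5'UTR luciferase fusion; 0% = DMSO wells and 100% = positive control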
HSF1 activator: HSF-1 activators, primary screen, NIH3T3-HGL cells, MG132 stress, luminescence, single point; NIH3T3-HGL HSF-1 luciferase reporter, 8 h; 100% = twice DMSO control signal; activation, % at 9 µM; 300,000 tested, 1.7% active;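 active means mean replicate activation of at least 50% with a set share of replicates each reaching 50%; inconclusive means only one of those two conditions met; inactive means mean below 50% and too few replicates reaching it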;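 further: 0% = median of the neutral control wells and 100% = twice that signal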
HSF1 inh: HSF1 inhibitors in luciferase reporter cells, primary screen, cell-based, NIH3T3, luminescence; NIH3T3-HGL HSE-luciferase, MG132-induced, luminescence 8 h; hits give low values; activity change, negative = inhibition, % at 7.5 µM (by protocol); 300,000 tested, 0.77% active; AID 2098, 2009;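 active means more than half of replicate wells show activity change below -50%, luminescence cut by over half; inconclusive means some wells, but at most half, below -50%; inactive means no replicate well below -50%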;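 further: luciferase reports HSF-1 transcriptional activity via heat shock element; 0% = median of DMSO wells and -100% = zero luminescence signal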
HIF activator: HIF pathway transcriptional activators, primary screen, cell-based, U2OS HRE-luciferase, luminescence | U2OS HRE-luciferase reporter; normalized: DMSO 0%, desferrioxamine 100% | activation, % at 7.5 µM (by protocol) | 300,000 tested, 0.32% active | AID 1910, 2009;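 active means mean activation of at least 10% of the iron chelator positive control signal, with at least half of replicates also reaching 10%; inconclusive means mean and replicate majority disagree about reaching 10%; inactive means mean and most replicates under 10%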
AI-2 QS mod: Vibrio harveyi AI-2 quorum sensing modulators, primary screen, JMH597 strain, luminescence/OD600 ratio; activity change, % at 7.5 µM; Vibrio harveyi JMH597 AI-2 luminescence/OD600 ratio, 9 h; hits give low values; strain lacks LuxN and CqsS sensors; 0 = neutral-control median; AID 2094, 2009; 300,000 tested, 0.4% active; in the data active means activity change below about -75%, passing the limit was not always enough; inconclusive means no clear call, values can overlap the other calls;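 further: luminescence divided by OD600 gain over 9 h not by final OD600 alone; inactives centre near 13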
Platelet DG rel: inhibitors of platelet dense granule secretion, primary screen, cell-based, MLPCN, human platelets. inhibition, %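 (compounds screened at 7.5 µM in platelet-rich plasma)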. 300,000 tested, 0.22% active. human platelet-rich plasma, SFLLRN dense granule ATP release, luminescence;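 active means mean replicate score, as percent of positive control, at or above 50; inconclusive means mean below 50 but at least one replicate at or above 50; inactive means mean and every replicate below 50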
HSP90 refold inh: HSP90 inhibitors, primary screen, cell lysate, luminescence; Rabbit reticulocyte lysate, luciferase refolding luminescence, 3 h; Heat shock protein HSP 90 (rabbit reticulocyte lysate; luciferase refolding); inhibition, % at 5.6 µM; 290,000 tested, 0.91% active;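 active means inhibition above the screen-wide mean plus 3 SD, computed separately per campaign, cut at about 16% in these data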;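 further: 0% = DMSO wells and 100% = 60 µM geldanamycin wells; inhibitors lower the luminescence because luciferase stays unfolded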
SKKanGAS inh: S. pyogenes SKKanGAS growth inhibitors in kanamycin, primary screen, streptokinase expression inhibitor project, SKKanGAS strain, BacTiter-Glo luminescence. 300,000 tested, 1.3% active. 6 h. inhibition, % at 7.5 µM;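 active means mean replicate score, as percent of positive control median, at least 50; inconclusive means mean below 50 but one replicate at or above 50; inactive means mean and every replicate below 50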;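 further: strain carries kanamycin resistance gene driven by streptokinase promoter and grows in 40 µg/ml kanamycin; loss of luminescence reflects streptokinase promoter inhibition or plain growth inhibition; 0% = median of DMSO wells and 100% = positive control at its reference dose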
The depositor's hits bear a star; ? = inconclusive; · = no result given.

SMILES	IEC-6 cytotox	KLF5 inh	aSyn UTR inh	HSF1 activator	HSF1 inh	HIF activator	AI-2 QS mod	Platelet DG rel	HSP90 refold inh	SKKanGAS inh
C=CCNC(=O)C(C#N)c1nc2ccccc2nc1N1CCN(Cc2ccccc2)CC1 (configuration not stated)	-9	-20	17	8	3	0.0	8	4	0	0
O=C(Nc1ccccc1)N1N=C(c2cccs2)CC1c1cccs1 (configuration not stated)	-1	-31	23	4	0	-1.7	34	10	0	-4
CC(C)(C)NC(=O)c1ccnc(C(C)(C)C)c1	-4	-34	-7	-10	2	-0.1	26	10	-3	2
O=[N+]([O-])c1cccnc1Oc1cccnc1	-8	-13	5	·	7	-0.8	-2	1	0	-1
CCc1noc(C)c1C(=O)NNC(=O)c1ccc(F)cc1	·	·	-11	8	10	-0.1	8	-15	·	-9
N#CC1=C(N)Oc2n[nH]c(-c3cccs3)c2C1c1ccncc1 (configuration not stated)	3	-27	-12	36	3	-0.4	16	-1	1	-3
CC(C)NC(=O)CCCn1cc([N+](=O)[O-])cn1	2	-17	-7	11	-4	-0.9	9	3	-3	-1
Cc1cccc(-n2ncc3c2CCCC3NC(=O)CC(F)(F)F)c1C (configuration not stated)	0	-39	12	2	7	-13	-2	-11	2	0
CCn1nc(C)cc1C(=O)N1CCCC(C(=O)c2ccc3ccccc3c2)C1 (configuration not stated)	11	-9	19	9	-5	0.0	15	6	4	-2
COc1ccccc1NC(=O)CSc1nnc(CSc2nc(C)cc(C)n2)o1	-5	-2	-16	0	-6	-1.0	16	12	-5	-6
CC(OC(=O)c1ccc(S(=O)(=O)NCc2ccco2)cc1)C(=O)Nc1ncc(Cl)cc1Cl (configuration not stated)	-2	-2	0	17	9	-0.1	16	-4	-3	6
CSc1nsc(SCC(=O)N2CCCCC2)n1	10	-21	-47	-22	5	1.9	64	8	4	-5
CCOCCCNC(=O)CN1C(=O)COc2ccc(S(=O)(=O)N3CCCCCC3)cc21	-2	-3	-8	5	-2	0.6	27	-4	4	0
O=C(NC(NC(=S)Nc1cc(Cl)ccc1Cl)C(Cl)(Cl)Cl)c1ccco1 (configuration not stated)	3	-1	-10	9	0	0.1	-1	4	2	1
C=CCNC(=O)c1ccccc1NS(=O)(=O)c1ccccc1	0	-4	-9	10	-3	-0.1	11	2	-6	11
NC(=O)CC1C(=O)N(c2ccc(F)cc2)C(=O)N1NC(=O)CCc1ccccc1 (configuration not stated)	-3	-24	0	·	·	·	17	5	2	-2
COc1ccc(C(=O)n2nc(-c3ccccc3)nc2N)cc1OC	2	7	-4	15	7	-0.3	-10	-86	0	-2
CCOc1ccccc1OC(C)C(=O)Nc1ccc(S(=O)(=O)N2CCCC2)cc1 (configuration not stated)	1	-33	2	0	-5	0.0	7	2	-3	20
CCCCNC(=O)[C@H]1C[C@H]1[C@@H](O)[C@H](CO)NC(=O)[C@H](Cc1ccccc1)NC(=O)OC(C)(C)C	0	-1	7	-3	-9	0.7	13	-1	-6	7
COc1ccc2c(CC(=O)OCC(=O)Nc3cccc(S(N)(=O)=O)c3)coc2c1	2	-13	18	35	9	-0.1	6	-10	4	-17
CCOc1cc(/C=N/NC(=O)NN(C)c2ncc(C(F)(F)F)cc2Cl)ccc1O	-1	-7	1	5	-3	-0.1	23	1	0	-4
COc1ccc(C(=O)O/N=C/c2ccc(S(=O)c3ccc(Cl)cc3)nc2)cc1 (configuration not stated)	-1	12	-18	9	5	-0.2	25	-2	0	-10
COCCCNS(=O)(=O)c1ccc2c3c(cccc13)C(=O)S2	-1	-13	-7	-15	-7	-0.1	5	8	-4	1
Cn1ncc(Cl)c1C(=O)N/N=C/c1cccc(OC2CSC2)c1	-6	-19	-9	12	0	-0.4	-8	-5	3	-1
Cc1ccccc1Sc1ncccc1[N+](=O)[O-]	·	·	22	4	1	-0.6	17	-2	·	7
COC(=O)c1cccc(NS(C)(=O)=O)c1C	0	8	-1	-36	-14	0.5	11	8	-1	-4
O=C1CSC(c2ccccn2)N1c1cccc(Cl)c1 (configuration not stated)	-2	-39	-1	2	-8	-0.2	22	11	3	-2
Cc1ccc([N+](=O)[O-])cc1NC(=O)C(C)N1CCCCC1 (configuration not stated)	1	-32	9	4	-1	0.7	35	3	2	0
CCS(=O)(=O)N1CCCC(C(=O)NC2CCCC2)C1 (configuration not stated)	2	-49	-9	4	0	-0.2	-3	-6	0	-14
Cc1cccc(NC(=S)N2CCC(NC(=O)C3CCCCC3)CC2)c1	1	-1	3	-18	-7	-0.5	0	-7	2	-4
Cc1cc(C)n2[nH]c(=O)c(N=Nc3ccccc3)c2n1	0	-28	16	3	-3	0.0	15	5	3	5
CCCn1c(=O)[nH]c(=O)c2c1nc(-c1ccccc1OC(F)F)n2CCOC	0	-2	12	53*	23	-0.9	6	-1	3	10
Cn1cnc([N+](=O)[O-])c1SCC(=O)NN	6	-3	4	-3	6	-0.5	27	12	-3	-2
Cc1cc(C)c(NC(=O)C2c3ccccc3Oc3ccccc32)c(C)c1	-7	-21	-3	16	7	0.1	17	-16	-1	-5
CCOC(=O)C(=CNc1cc(C)nn1-c1ccc(C)cc1)C(=O)OCC	10	21	-12	-34	-33	1.7	5	1	7	-7
O=C(/C=C/c1ccccn1)c1cc(Cl)cc(Cl)c1O	-1	15	-28	-9	9	1.4	9	4	-2	-2
CCOC(=O)C1C(c2cccnc2)NC(=O)NC1(O)C(F)(F)F (configuration not stated)	-2	-19	-8	-24	-9	-0.3	5	1	-3	-4
O=C(N/N=C/c1cccnc1)/C(=C\c1cccs1)NC(=O)c1ccccc1	6	-10	-5	-9	-14	-0.4	10	-3	2	0
CN(CC(=O)Nc1ccc(Br)cc1)Cc1ccccc1	-10	-46	-24	19	4	0.4	9	13	-4	-10
CC(C)OC(=O)C1=C(N)N2C(=O)CSC2=C(C(=O)OC(C)C)C1	2	-8	7	3	-9	-0.7	6	-1	-1	2
Cc1ccc(C)c(C(=O)CN2C(=O)CCC2=O)c1	0	-18	23	7	-4	-0.5	17	1	-2	3
C=CCNC(=O)c1ccc2c3n(nc2c1)-c1ccccc1CO3	·	·	-8	10	5	-0.3	7	24	·	6
Cn1nc(CC(=O)Nc2ccc3c(c2)CCC3)c2ccccc2c1=O	6	-23	26	-5	1	0.1	22	1	5	-1
O=C(c1ccncc1)N1CCN(C(=O)c2cccc3ccccc23)CC1	5	-11	12	-12	-13	0.0	45	?	5	0
CCC(CC)NC(=O)CC(c1ccccc1)c1ccccc1	8	4	10	30	5	-0.1	19	-8	0	-5
Clc1ccccc1CN1CCSCC1	3	-3	10	-18	-2	0.5	5	1	0	2
Fc1ccc(-c2nnc(-c3ccc(Cl)cc3Cl)o2)cc1	-5	-98	15	43	25	2.8	21	4	0	-2
CCC1=Nc2cc(C(=O)NCCN3CCCC3)ccc2Sc2ccccc21	-1	0	-32	12	7	-0.3	-14	-6	7	3
CCOC(=O)c1cc(-c2ccccc2)nn1Cc1cc(C)no1	·	·	-81	-4	11	-1.0	8	-5	·	-7
COc1ccc(/C=C2/SC(=S)N(CCCC(=O)Nc3ccc(O)cc3)C2=O)cc1OC	-1	-6	23	-7	-6	-1.8	-1	-1	3	16
COc1ccc(C(=O)N2CCCN(C)CC2)c(OC)c1	4	-42	6	2	1	-1.6	3	0	0	-4
CCOC(=O)C1CCCN(C2CC(=O)N(c3cccc(C(F)(F)F)c3)C2=O)C1 (configuration not stated)	3	14	12	-1	-5	0.0	24	-3	3	0
Cc1cc(N2CCCC2)n2nc(C)nc2n1	10	4	9	16	-8	-0.2	33	-13	2	4
CC(C)CNS(=O)(=O)c1ccc(S(=O)(=O)N2CCN(C3CCCC3)CC2)cc1	-1	0	12	0	10	-0.6	17	-2	0	-5
COc1ccc(CC(=O)OCC(=O)Nc2ccc3c(c2)OCO3)cc1	-1	-21	13	0	0	0.2	7	10	3	-1
Nc1nc(SCC(=O)NCC2CCCO2)n[nH]1 (configuration not stated)	3	-16	12	0	1	-0.5	13	-17	1	2
CC(=O)c1c(COC(=O)c2cccc(C)c2)nc2ccccc2[n+]1[O-]	11	7	-21	5	7	0.0	-12	5	3	-7
Cc1cc(NS(=O)(=O)c2ccc(NC(=O)C(C)Oc3ccccc3Cl)cc2)no1 (configuration not stated)	·	·	12	-1	-6	-0.1	42	-5	·	7
CC1CCCC(C)N1S(=O)(=O)c1ccc(NC(=O)c2ccccc2C(=O)N2CCOCC2)cc1 (configuration not stated)	7	-9	20	-18	-5	0.1	0	18	2	12
CC(C)CCc1noc(CN2CCC(CCN3CCCC3=O)CC2)n1	6	-10	-23	-3	-6	0.6	12	-6	0	-2

Shown with two lines to a compound: part of the list above
Results follow in this order: IEC-6 cytotox, KLF5 inh, aSyn UTR inh, HSF1 activator, HSF1 inh, HIF activator, AI-2 QS mod, Platelet DG rel, HSP90 refold inh, SKKanGAS inh
- Nc1nc(SCC(=O)NCC2CCCO2)n[nH]1 (configuration not stated)
  3, -16, 12, 0, 1, -0.5, 13, -17, 1, 2
- CC(=O)c1c(COC(=O)c2cccc(C)c2)nc2ccccc2[n+]1[O-]
  11, 7, -21, 5, 7, 0.0, -12, 5, 3, -7

(listing goes on)
SMILES	IEC-6 cytotox	KLF5 inh	aSyn UTR inh	HSF1 activator	HSF1 inh	HIF activator	AI-2 QS mod	Platelet DG rel	HSP90 refold inh	SKKanGAS inh
C=CCOc1ccc(CN(C)CC(=O)Nc2ccccc2[N+](=O)[O-])cc1	-4	-20	-15	-4	4	0.4	28	-2	-2	-2
O=C(NCc1ccncc1)Nc1cccc(Cl)c1	13	-44	-17	3	-3	2.5	-35	1	5	-2
COc1ccc(-c2cc(-c3nnc(COC(=O)c4ccncc4)o3)c3ccccc3n2)cc1OC	4	-16	7	8	-4	-0.4	14	13	0	17
O=C(c1cc2cc(F)ccc2[nH]1)N1CCC(Cc2ccccc2)CC1	5	12	-17	15	-1	0.6	8	-3	4	36
NC(=O)Nc1ccc(Oc2ncc(C(F)(F)F)cc2Cl)cc1	-1	-12	0	-6	-6	0.0	13	-6	0	4
CCCCn1c(SCC(=O)Nc2cc(C)on2)nnc1-c1cccnc1	7	8	-1	13	-4	0.0	4	-7	1	1
CC(=O)c1sc(NC(=O)c2ccc(F)c(F)c2)nc1C	6	-31	-159	12	17	3.1	24	15	0	1
COc1cccc(NC(=O)NC2CC(=O)N(c3ccc4c(c3)OCCO4)C2)c1 (configuration not stated)	·	·	3	2	-4	-0.1	36	3	·	4
COc1cccc(-c2nc3n(n2)C(c2ccccc2Cl)C(C(N)=O)=C(C)N3)c1 (configuration not stated)	3	3	2	31	14	-0.1	28	0	1	-5
COc1ccc(CCN=C(N)NS(=O)(=O)c2ccc(OC)cc2)cc1	0	-1	15	6	1	0.1	23	5	-1	0
